# RBBP9 inh – blocks human serine hydrolase RBBP9; 220,000 tested, 0.2% active; recombinant RBBP9, FP-Rh probe fluorescence polarization; inhibition, % at 7.94 µM; O75884;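 active = inhibition above the campaign mean of all tested compounds plus 3 SD, cut at about 14% in these data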;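 also: plate controls were DMSO wells with RBBP9 for no effect and wells lacking RBBP9 protein for full effect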
# Target sequence (O75884 whole entry, looked up): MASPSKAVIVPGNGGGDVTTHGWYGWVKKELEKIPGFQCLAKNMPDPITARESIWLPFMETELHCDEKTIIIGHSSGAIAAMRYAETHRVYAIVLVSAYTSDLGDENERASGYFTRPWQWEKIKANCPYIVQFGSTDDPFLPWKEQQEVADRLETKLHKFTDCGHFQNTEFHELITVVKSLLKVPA
#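 Measured by: FP readout at 525/598 nm; material: recombinant human RBBP9; also added: Serine-hydrolase probe FP-Rh, 375 nM pre-mixing; medium: Tris buffer pH 8.0, NaCl, Pluronic; replication: one well per compound; doses: one concentration, 7.94 µM nominal, 0.794% DMSO; timing: preincubation 30 min plus labeling 45 min at 25 °C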
# NPY-Y1 antag – blocks the human neuropeptide Y Y1 receptor; HEK293-CNG Y1 cells, membrane potential fluorescence; NPY at EC95, then isoproterenol; inhibition, % at 3.6 µM; 200,000 tested, 1% active; AID 1040;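 active = inhibition above the campaign mean inhibition of all tested compounds plus 3 SD, cut at about 20% in these data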;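 also: 0% = DMSO wells given NPY plus isoproterenol and 100% = isoproterenol alone without NPY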
#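 Material: HEK293 cells co-expressing NPY Y1 receptor and cyclic-nucleotide gated channel. Timing: compound incubation 1 h at room temperature, readout 45 min post-stimulation. Signal: fluorescence, membrane potential probe.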
# Runt-CBFb FRET – inhibitors of human RUNX1 Runt domain binding to CBFb. Q01196+Q13951. Cerulean-Runt/Venus-CBFb FRET ratio 530/480, 1 h. inhibition, % at 20 µM. 220,000 tested, 0.46% active;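 active = inhibition over about 50% at 20 µM in the single-dose screen, limit read from the data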;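 also: 0% = DMSO wells and 100% = excess unlabeled CBFb competitor control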
#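 test system = Cerulean-Runt domain fusion protein, energy donor | probe or stimulus = Venus-CBFb binding partner, 100 nM | incubation = two 1 h room-temperature incubations shielded from light | detection = fluorescence energy transfer, 422 nm excitation, 530/480 nm emission | measure = loss of energy transfer signal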
# NPY1 pot ag – potentiates or activates human NPY-Y1 receptor | activation, % at 3.6 µM | NPY-Y1 expressing cells, potentiator/agonist activation | AID 1304 | P25929 | 220,000 tested, 0.37% active; in the data active = activation above about 33%, passing the limit was not always enough;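 also: cells stimulated with NPY at EC10 then isoproterenol at EC100; 0% = low agonist plus stimulus and 100% = saturating agonist plus stimulus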
# NPY-Y2 PAM-ag – potentiates or activates human NPY-Y2 receptor. cells expressing NPY-Y2, potentiator/agonist read-out. AID 1359. activation, % at 3.6 µM. P49146. 220,000 tested, 0.45% active; in the data active = activation above about 27%;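 also: cells stimulated with NPY near EC25 plus isoproterenol at EC100; 0% = vehicle plus submaximal agonist and 100% = vehicle plus saturating agonist; some results beyond the cut were filed as inactive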
# Target sequence (P49146 whole entry, looked up): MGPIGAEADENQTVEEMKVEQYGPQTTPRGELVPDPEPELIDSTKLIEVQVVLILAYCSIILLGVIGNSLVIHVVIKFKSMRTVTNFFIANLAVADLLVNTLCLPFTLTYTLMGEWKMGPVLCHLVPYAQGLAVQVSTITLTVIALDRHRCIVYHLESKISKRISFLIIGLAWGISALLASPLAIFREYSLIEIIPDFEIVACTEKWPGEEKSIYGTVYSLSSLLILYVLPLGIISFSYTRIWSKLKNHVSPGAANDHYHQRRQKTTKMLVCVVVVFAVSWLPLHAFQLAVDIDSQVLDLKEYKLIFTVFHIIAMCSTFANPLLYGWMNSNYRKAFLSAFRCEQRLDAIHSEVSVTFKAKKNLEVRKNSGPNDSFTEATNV
# Runt-SMMHC FRET – blocks binding of human RUNX1 Runt domain to CBFb-SMMHC | Q01196+Q13951 | Cerulean-Runt/Venus-CBFb-SMMHC FRET ratio 530/480, 1 h | inhibition, % at 20 µM | 220,000 tested, 0.74% active | AID 1434;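 active = mean inhibition across duplicate retests at 20 µM reaching about 50%, limit read from the data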;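 also: 0% = DMSO wells and 100% = wells with excess untagged CBFb-SMMHC; inhibitors lower the FRET ratio by blocking Runt binding to CBFb-SMMHC; some results filed as inactive read as strong as hits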
# p97 ATPase inh – blocks human p97 ATPase activity | AID 1481 | recombinant p97 ATPase, Kinase-Glo ATP luminescence, 3 h | inhibition, % at 8 µM | 220,000 tested, 0.42% active; in the data active = inhibition above about 15%;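 also: 0% = DMSO vehicle and 100% = wells lacking enzyme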
# Hck-Nef inh – inhibitors of human Hck kinase activated by Nef. P08631. Recombinant Hck-YEEI plus Nef, Z-Lyte FRET kinase assay. inhibition, % at 20 µM. 220,000 tested, 0.68% active;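 active = Hck-Nef kinase inhibition above about 50%, limit read from the data; inactive = inhibition below that limit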;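 also: 0% = DMSO with Hck plus Nef and 100% = Hck alone without Nef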
# Target sequence (P08631 whole entry, looked up): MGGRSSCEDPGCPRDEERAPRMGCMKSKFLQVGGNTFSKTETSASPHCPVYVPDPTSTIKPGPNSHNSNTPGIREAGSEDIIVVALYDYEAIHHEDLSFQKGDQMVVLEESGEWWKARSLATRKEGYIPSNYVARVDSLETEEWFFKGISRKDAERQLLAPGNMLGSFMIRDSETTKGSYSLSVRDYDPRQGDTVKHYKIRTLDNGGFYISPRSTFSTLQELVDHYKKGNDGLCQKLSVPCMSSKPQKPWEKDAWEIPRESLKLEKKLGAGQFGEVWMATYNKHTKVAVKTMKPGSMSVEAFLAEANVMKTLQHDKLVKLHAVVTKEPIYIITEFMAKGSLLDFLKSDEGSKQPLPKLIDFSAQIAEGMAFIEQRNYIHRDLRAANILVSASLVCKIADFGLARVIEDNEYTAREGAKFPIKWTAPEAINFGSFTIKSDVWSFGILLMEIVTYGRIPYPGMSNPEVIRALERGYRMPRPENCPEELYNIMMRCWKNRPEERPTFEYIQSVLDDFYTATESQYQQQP
# Mdm2 ligase inh – Mdm2 E3 ligase (human) inhibition | cell-based MDM2 ubiquitination luciferase reporter, 2 h; 0 = plate control, 100 = twice control, blank-subtracted | 210,000 tested, 0.11% active | signal enhancement, % at 5 µM;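 active = signal enhancement of 30% or more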;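 also: luminescence tracks abundance of the self-degrading MDM2-luciferase fusion protein; higher signal means inhibition of MDM2 E3 ligase activity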
#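 Material: stable MDM2–luciferase fusion reporter cells / Quantity: 2000 cells/well / Dosing: single 5 µM compound dose, 0.2% final DMSO / Buffer or medium: DMEM / Schedule: 4 h cell settling then 2 h compound exposure, 37 °C / Detection: luminescence with SteadyLite reagent, 15 min at room temperature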
# Numbers without * were called inactive; nt = no result given. Compounds were not picked by outcome. Share with any hit: about 3.5%.
SMILES,RBBP9 inh,NPY-Y1 antag,Runt-CBFb FRET,NPY1 pot ag,NPY-Y2 PAM-ag,Runt-SMMHC FRET,p97 ATPase inh,Hck-Nef inh,Mdm2 ligase inh
CCn1ncc(Cl)c1C(=O)Nc1cc([N+](=O)[O-])ccc1OC,-5,0,-2,-13,-4,-1,3,5,-11
O=C(c1ccc(-c2cc(Cl)ccc2Cl)o1)N1CCOCC1,-3,20*,nt,-12,-9,nt,0,20,-3
CC(C(=O)Nc1ccncc1)(c1ccccc1)c1ccccc1,-9,-1,-2,-9,-7,1,1,18,-11
CCCCNc1cnn(-c2ccccc2)c(=O)c1Cl,1,-2,0,-17,-8,-2,-1,18,-25
CC(Cc1ccccc1)NC(=O)c1ccc([N+](=O)[O-])cc1 (configuration not stated),-10,-8,-1,0,9,3,2,3,-18
CCN1CCN(C(c2ccccc2OC)c2nnnn2C2CCCCC2)CC1 (configuration not stated),12,4,1,5,3,-6,4,0,-9
CC(C)C(=O)N1CCN(c2ccc([N+](=O)[O-])cc2Cl)CC1,0,-1,5,7,2,-1,5,2,-5
O=C(CSc1n[nH]c(=O)[nH]c1=O)Nc1ccc(C(=O)O)cc1,-1,-4,1,7,-3,0,-2,-2,-36
CCn1c(CSCc2ccc(C)cc2)nnc1SCC(=O)NCc1ccccc1,0,5,-2,5,-3,-3,-3,-1,-14
Cc1ccc2c(c1)c(N=NC(N)=O)c(O)n2C,1,2,2,10,-1,-2,4,26,-21
CCC(=O)N1CCC2(CC1)Oc1ccc(Cl)cc1C(=O)C21CC(c2ccccc2)=NO1 (configuration not stated),nt,nt,-4,nt,nt,-1,nt,26,-6
Cc1cc2oc(=O)cc(CN3CCN(S(=O)(=O)c4cccs4)CC3)c2cc1C,-3,-4,-2,-15,12,4,8,3,8
CCn1c(N)nc2c1c(=O)n(C)c(=O)n2C,-8,1,-3,-7,1,2,-2,3,-7
COc1ccc(N(CC(=O)NCc2ccccn2)S(=O)(=O)c2ccccc2[N+](=O)[O-])c(OC)c1,2,-3,-1,1,-9,3,-2,25,-9
O=C(OCC(=O)N1CCc2ccccc21)c1ccc[nH]c1=O,3,4,1,25,7,-1,6,22,-12
Cc1c(Br)c(=O)oc2c(Br)c(O)c(O)cc12,1,2,55*,-5,-2,76*,24*,-28,4
CC(C)CC1C(C#N)=C(N)OC2=C1C(=O)CC(c1ccccc1)C2 (configuration not stated),-4,5,2,-11,-16,4,7,-13,-14
O=C(COC(=O)Cc1cccs1)Nc1ccc(F)c(F)c1F,-4,3,0,12,-8,1,-1,-14,-19
Cc1c(-c2ccccc2)[n+](=O)c(-c2ccco2)c(C)n1[O-],4,-2,4,10,6,5,2,0,-4
O=C(N/N=C/c1ccccc1OCC(=O)N1CCCC1)C(=O)Nc1ccccc1F,-9,1,-2,10,2,1,-20,2,-24
COc1ccc2c(-c3ccccc3)cc3nnnn3c2c1,-4,0,-2,15,18,3,-2,1,-7
COc1ccc(CN(CC(=O)NCc2ccco2)C(=O)CCC(=O)Nc2ccccn2)cc1,-4,3,-3,5,7,-2,1,0,-3
Cc1nc(SCc2c(F)cccc2Cl)c2c(=O)n(C)c(=O)n(C)c2n1,10,1,0,-9,13,2,3,2,-11
COC(=O)c1ccccc1NC(=S)N(Cc1ccc2c(c1)OCO2)Cc1cc2ccc(C)cc2[nH]c1=O,-6,0,-3,-24,-7,3,5,3,-10
CC(O)C1C(=O)OC2(C)CC(C)(C)NC(=S)N12 (configuration not stated),-7,2,-5,16,12,-4,0,-7,-3
CS(=O)(=O)N(CC(=O)Nc1cc(Cl)ccc1Cl)c1ccccc1,5,5,4,-12,-2,-2,-1,-1,-12
CC1CC(c2ccccc2)n2nc(NC(=O)c3cccs3)nc2N1 (configuration not stated),-4,0,1,17,8,3,8,1,-17
COC(=O)COc1ccc(-c2ccccc2)cc1C=O,6,-2,nt,-10,-18,-8,8,40,24
C=CCNC(=S)N1CCOCC1,-3,6,-2,7,4,-2,0,24,-9
CCCNC(=O)CCCCn1c(=S)[nH]c2c([nH]c3ccc(OC)cc32)c1=O,-5,4,17,1,9,21,4,31,1
CCCCOC(=O)CCNc1n[nH]c(=O)[nH]c1=O,0,0,-2,-8,0,2,2,-5,-24
CN(C(=O)COC(=O)c1ccc(NS(=O)(=O)c2cccs2)cc1)C1CCCCC1,-2,0,-2,-19,-2,5,-2,-3,-14
COc1cc(C2Nc3cc(Cl)c(S(N)(=O)=O)cc3S(=O)(=O)N2)ccc1OCc1ccccc1 (configuration not stated),-4,7,3,-21,-10,-8,-3,12,-14
Cc1onc(-c2ccccc2)c1C(=O)N1CCCSC1=Nc1ccccc1,-4,7,2,-3,9,0,2,11,-31
O=c1c2c(nc3c(-c4ccccc4)c[nH]n13)CCCC2,2,5,1,-21,10,-3,1,1,-10
CCOC(=O)C1=C(C)NC(=S)NC1c1cc(C)sc1C (configuration not stated),-3,1,0,-5,3,-1,-1,9,-4
O=C(c1cc(-c2ccccn2)nc2ccccc12)N1CCN(c2ncccn2)CC1,-8,-1,0,-3,9,-1,-2,-16,-3
Cc1ccccc1CC1S/C(=N/N=C/c2ccco2)NC1=O (configuration not stated),1,nt,3,-22,5,-5,3,16,-1
C(=N\Nc1nn[nH]n1)/c1ccccc1,-3,-4,2,7,21,0,6,-3,-10
O=C(NS(=O)(=O)Oc1ccc(F)c(Cl)c1)OC[C@@H]1CCCN2CCCCC12 (some centres not stated),1,0,-1,-11,2,-1,2,0,1

# An excerpt from further up, as a working copy:
SMILES,RBBP9 inh,NPY-Y1 antag,Runt-CBFb FRET,NPY1 pot ag,NPY-Y2 PAM-ag,Runt-SMMHC FRET,p97 ATPase inh,Hck-Nef inh,Mdm2 ligase inh
O=C(c1cc(-c2ccccn2)nc2ccccc12)N1CCN(c2ncccn2)CC1,-8,-1,0,-3,9,-1,-2,-16,-3
Cc1ccccc1CC1S/C(=N/N=C/c2ccco2)NC1=O (configuration not stated),1,nt,3,-22,5,-5,3,16,-1

# (list continues)
SMILES,RBBP9 inh,NPY-Y1 antag,Runt-CBFb FRET,NPY1 pot ag,NPY-Y2 PAM-ag,Runt-SMMHC FRET,p97 ATPase inh,Hck-Nef inh,Mdm2 ligase inh
CCn1c(SCC(=O)N/N=C\c2ccccc2OCC(=O)O)nnc1-c1ccc(Cl)cc1,-5,nt,3,8,7,2,2,14,-12
O=C(Cc1cccs1)NCCc1csc(-c2ccccc2)n1,-8,nt,-1,-1,-27,-1,1,24,-5
CCC(=O)N(Cc1cc(=O)[nH]c2ccccc12)c1ccccc1C,-12,nt,0,19,-6,3,-1,20,-14
CS/C(N)=N/N=C/c1ccc2c(c1)OCO2,-4,nt,-1,1,13,-2,3,6,-7
COc1ccc(C(CC(=O)N2CCOCC2)c2c(O)cc(OC)cc2OC)cc1 (configuration not stated),nt,nt,3,nt,nt,2,nt,25,13
O=C(Nc1ccc(COc2ccccc2)cc1)Oc1ccccc1N1CCOCC1,-3,nt,2,13,7,-2,-1,13,-11
COc1ccc(N(CC(=O)NN=C2CCCCCCC2)S(=O)(=O)c2ccccc2)cc1,-13,0,0,19,-4,9,1,0,8
CCCc1cc(=O)n2[nH]c(-c3ccccc3)cc2n1,-7,-6,3,-10,-10,10,2,0,-25
NS(=O)(=O)c1ccc(NC(=O)COC(=O)c2cc3ccccc3cc2O)cc1,-9,nt,-3,14,14,-8,8,-15,-4
COc1cccc(OC)c1C(=O)N1CCOCC1,-17,1,-1,-6,-5,-6,-4,0,-4
COc1cc(OC)c(OC)cc1/C=N/NC(=S)NCC1CCCO1 (configuration not stated),-6,-6,2,1,2,2,-2,2,-21
CC(C)C(c1nnnn1C1CCCC1)N1CCCc2ccccc21 (configuration not stated),2,1,-2,16,0,3,1,0,-17
CCOC(=O)C1(CC2CCCCO2)CCN(Cc2nc(-c3cccs3)oc2C)CC1 (configuration not stated),-4,4,-1,2,-19,-1,-2,1,-32
Cc1ccc(Oc2c(C=O)c3ccccc3n2C)cc1,-8,3,2,-3,1,1,5,1,5
CCn1nc(NC(=O)c2cccnc2)c2cc3ccccc3nc21,-5,4,5,-24,-15,8,-2,8,-7
COc1ccccc1C(=O)Oc1cc(C)[nH]c(=O)c1[N+](=O)[O-],-8,-1,8,2,-16,2,4,27,-33
CC(C)Sc1nc2c(c(=O)[nH]c(=O)n2C)n1CCc1ccccc1,-2,1,-2,-16,-8,1,-1,2,-14
CCOCCCNC(=O)C1CCC(CNS(=O)(=O)c2ccc(OC)cc2)CC1 (configuration not stated),1,2,0,-5,-8,2,2,2,-17
COC(C[C@H](O)[C@@H](C)[C@H](O)COCc1ccccc1)OC,nt,nt,2,nt,nt,3,nt,28,15
CCOc1ccc(-c2nnc(-c3ccc(OC)cc3)o2)cc1,-1,-1,0,-4,-4,1,-7,8,0
O=C(O)c1cccnc1Sc1ccc(Cl)cc1,5,1,0,-5,-2,0,6,20,-17
Cc1sc2nc(CN3CCCCC3)nc(N3CCN(C(=O)c4ccco4)CC3)c2c1C,-9,0,-2,-12,-5,-5,-4,7,-2
Cn1c(-c2cc(Cl)ccc2O)nc2c1c(=O)[nH]c(=O)n2Cc1ccccc1,-11,-1,-1,19,-2,-6,7,28,-22
C/C(=N\NC(=O)c1ccccc1)c1ccc(C)c([N+](=O)[O-])c1,0,2,0,-2,7,3,-4,1,-2
Cn1cc(C(=O)N/N=C/C(Br)=C\c2ccccc2)ccc1=O,-4,-3,-1,-20,-10,6,-3,0,-8
Cc1ccc(C)c2nc(SCC(=O)NCc3cccs3)c(C#N)cc12,-10,8,11,8,-1,14,2,3,-13
O=C1CCCC2=C1C(c1ccncc1)c1c(nc(SCc3ccccc3Cl)[nH]c1=O)N2 (configuration not stated),-5,-1,5,-5,-6,11,-1,12,-11
CC(C)COC(=O)NCC12C=CC(O1)C1C(=O)N(c3ccc(Cl)cc3)C(=O)C12 (configuration not stated),-8,-4,34,2,3,35,4,-5,1
O=C(Cn1c(-c2ccccn2)nc2ccccc21)N/N=C/c1ccccn1,-4,5,2,11,-3,5,0,14,-1
Cc1cccc(C(=O)N(Cc2nc3ccccc3c(=O)[nH]2)C2CCCCC2)c1,-6,0,-4,14,1,1,1,28,-5

# Fetched one by one from above:
SMILES,RBBP9 inh,NPY-Y1 antag,Runt-CBFb FRET,NPY1 pot ag,NPY-Y2 PAM-ag,Runt-SMMHC FRET,p97 ATPase inh,Hck-Nef inh,Mdm2 ligase inh
Cn1cc(C(=O)N/N=C/C(Br)=C\c2ccccc2)ccc1=O,-4,-3,-1,-20,-10,6,-3,0,-8
O=C1CCCC2=C1C(c1ccncc1)c1c(nc(SCc3ccccc3Cl)[nH]c1=O)N2 (configuration not stated),-5,-1,5,-5,-6,11,-1,12,-11

# From PubChem BioAssay
